TRPC6 inhibitor: mouse TRPC6 channel inhibition; Q61143; HEK293-TRPC6, membrane potential dye, ACh-evoked depolarization; stronger effect = lower value; B-score at 10 µM; 310,000 compounds, 1.1% hits;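 active means B-score under library mean minus 3 SD, initial fluorescence not abnormally high, positive integrated signal ratio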;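 further: B-score derived from integrated fluorescence ratio over the kinetic read; more negative B-score means stronger inhibition of depolarization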
IEC-6 tox: kills IEC-6 intestinal cells in KLF5 counter-screen | IEC-6 cytotoxicity, luminescence viability | inhibition, % at 5 µM | 290,000 compounds, 0.78% hits | AID 1825; in the data active means inhibition above about 22%;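 further: 0% = plate median of test compound wells and 100% = cytotoxic reference compound wells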
TRPC4 agonist: TRPC4 (mouse) channel activation | Q9QUQ5 | HEK293 TRPC4beta/mu-opioid, Fluo4 calcium fluorescence; stronger effect = higher value | B-score at 10 µM | 310,000 compounds, 0.49% hits | AID 2237;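 active means B-score above 5 SD of library B-scores, and initial fluorescence ratio not above library mean plus 5 SD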;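 further: positive B-score marks a calcium rise read as TRPC4 activation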
Target sequence (Q9QUQ5 whole entry, looked up): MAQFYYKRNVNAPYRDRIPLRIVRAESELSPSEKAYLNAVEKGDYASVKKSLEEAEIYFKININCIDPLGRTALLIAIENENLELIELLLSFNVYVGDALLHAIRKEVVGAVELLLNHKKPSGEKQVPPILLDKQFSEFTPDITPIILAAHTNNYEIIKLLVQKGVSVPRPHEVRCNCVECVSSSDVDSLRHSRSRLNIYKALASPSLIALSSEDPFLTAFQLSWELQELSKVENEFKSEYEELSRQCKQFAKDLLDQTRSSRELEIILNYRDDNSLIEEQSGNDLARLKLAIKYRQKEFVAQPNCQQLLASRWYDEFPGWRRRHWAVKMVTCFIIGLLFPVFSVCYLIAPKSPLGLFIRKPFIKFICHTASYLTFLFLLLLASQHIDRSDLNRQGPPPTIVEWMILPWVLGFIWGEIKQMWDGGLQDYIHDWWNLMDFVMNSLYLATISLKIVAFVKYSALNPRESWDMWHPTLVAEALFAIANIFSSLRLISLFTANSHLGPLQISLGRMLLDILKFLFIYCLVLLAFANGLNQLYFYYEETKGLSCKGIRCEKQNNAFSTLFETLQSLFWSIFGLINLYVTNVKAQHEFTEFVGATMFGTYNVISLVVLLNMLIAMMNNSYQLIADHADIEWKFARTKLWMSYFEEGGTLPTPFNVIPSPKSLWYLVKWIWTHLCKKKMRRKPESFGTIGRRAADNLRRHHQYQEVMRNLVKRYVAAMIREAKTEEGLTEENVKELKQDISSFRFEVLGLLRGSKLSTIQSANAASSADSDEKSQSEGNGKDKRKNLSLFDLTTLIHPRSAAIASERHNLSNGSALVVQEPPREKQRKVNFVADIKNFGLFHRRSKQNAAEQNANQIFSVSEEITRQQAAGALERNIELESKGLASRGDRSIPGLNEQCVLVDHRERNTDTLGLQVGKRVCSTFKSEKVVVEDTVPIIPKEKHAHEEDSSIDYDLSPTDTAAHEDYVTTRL
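Assay system – TRPC4beta and mu-opioid receptor HEK293 stable cells · Measured by – Fluo4 fluorescence, kinetic · Schedule – dye loading 45 min room temperature, 110 s kinetic read · Read-out – B-scored integrated calcium fluorescence ratio · Controls – buffer and maximal DAMGO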
HIF activator: HIF pathway transcriptional activation; U2OS HRE-luciferase reporter, luminescence; normalized: DMSO 0%, desferrioxamine 100%; activation, % at 7.5 µM (by protocol); 300,000 compounds, 0.32% hits; AID 1910;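 active means mean activation of at least 10% of the iron chelator positive control signal, with at least half of replicates also reaching 10%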
TRPC6 act: activators of mouse TRPC6 channel. AID 2550. Q61143. HEK293-TRPC6 membrane potential dye fluorescence; stronger effect = higher value. 310,000 compounds, 0.13% hits. B-score at 10 µM;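 active means B-score of the integrated fluorescence ratio above library mean plus 3 SD, and starting fluorescence ratio within library mean plus 5 SD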;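 further: higher score means more depolarization so channel activation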
aSyn 5UTR inh: 5' untranslated region of α-synuclein, MLPCN primary screen; 300,000 compounds, 0.82% hits; inhibition, % (tested at 7.5 µM); alpha-synuclein 5'UTR reporter, inhibitor activity; in the data active means inhibition above about 60%;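 further: H4 neuroglioblastoma cells stably carrying SNCA 5'UTR luciferase fusion; 0% = DMSO wells and 100% = positive control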
TRPC4 inh: inhibitors of mouse TRPC4 channel; HEK293 TRPC4beta/mu-opioid, DAMGO-evoked Fluo4 calcium flux; stronger effect = lower value; B-score at 10 µM; 300,000 compounds, 0.39% hits; AID 2247;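 active means B-score over 3 SD under the library average, no early fluorescence shift, positive overall ratio signal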
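Assay system – HEK293 line stably carrying TRPC4beta and mu-opioid receptor · Doses – single dose · Detection – Fluo4 calcium-dye fluorescence, kinetic read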
TRPC4 PAM: allosterically enhances the mouse TRPC4 cation channel; Q9QUQ5; HEK293 TRPC4beta/mu-opioid, DAMGO EC20, Fluo-4 Ca2+ flux; stronger effect = higher value; B-score at 10 µM; 310,000 compounds, 0.42% hits;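 active means B-score of calcium response area above 5 SD of library B-scores, with initial fluorescence ratio within 5 SD of library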;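 further: B-score of integrated fluorescence ratio over time as area under calcium response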
SKKanGAS inh: blocks kanamycin growth of S. pyogenes SKKanGAS strain; AID 1662; inhibition, % at 7.5 µM; 300,000 compounds, 1.3% hits; BacTiter-Glo, 6 h;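 active means mean replicate score, as percent of positive control median, at least 50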;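 further: strain carries kanamycin resistance gene driven by streptokinase promoter and grows in 40 µg/ml kanamycin; loss of luminescence reflects streptokinase promoter inhibition or plain growth inhibition; 0% = median of DMSO wells and 100% = positive control at its reference dose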
KLF5 inhibitor: suppresses KLF5 promoter-driven expression | 290,000 compounds, 0.23% hits | inhibition, % at 5 µM | AID 1700 | DLD-1 KLF5 promoter-luciferase reporter, luminescence;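 active means inhibition above a per-plate limit of that plate's mean compound inhibition plus 3 SD, cut at about 60% in these data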;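 further: 0% = DMSO wells and 100% = LY294002 at 200 µM; higher means less KLF5 promoter-driven luciferase light; inactives centre near -14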
MrgX1 antagonist: antagonists of human MrgX1 receptor. Q96LB2. MRGX1-HEK293 calcium flux, Fluo-4, BAM8-22 antagonism; stronger effect = lower value. B-score at 10 µM. 310,000 compounds, 1.3% hits;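 active means calcium-response B-score plate-corrected more than 3 library SD below zero, starting fluorescence within 5 deviations, no agonist response on first addition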;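 further: peak minus trough fluorescence over baseline after final BAM8-22 challenge near maximal dose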
The depositor's hits bear a star; i = inactive; . = no result given.

The line under a structure holds: TRPC6 inhibitor, IEC-6 tox, TRPC4 agonist, HIF activator, TRPC6 act, aSyn 5UTR inh, TRPC4 inh, TRPC4 PAM, SKKanGAS inh, KLF5 inhibitor, MrgX1 antagonist
- Cc1c(C(=O)N2CCCC2)sc(NC(=O)c2ccc(Cl)cc2)c1C#N
 : i, 3, i, 0.0, i, 4, i, i, 8, -28, i
- COc1ccc(Cl)cc1S(=O)(=O)Nc1ccc(Cl)cn1
 : i, -7, i, 0.9, i, 20, i, i, 3, -2, i
- CC(C)CC(OC(=O)c1ccco1)C(=O)NC1CCCCC1 (stereo not drawn)
 : i, 2, i, -0.4, i, 3, i, i, -6, -18, i
- Cc1cc(C)n(-c2nc3c(c(=O)[nH]c(=O)n3C)n2CC(C)C)n1
 : i, 1, i, ., i, ., i, i, -8, -23, i
- CC1=NN(c2ccccc2)C(=O)/C1=C\c1c(C)[nH]n(-c2ccccc2)c1=O
 : i, -2, i, 0.2, i, 6, i, i, 12, -15, i
- CCOc1ccc(-c2cc(N)n(S(=O)(=O)c3cccc4nsnc34)n2)cc1
 : i, 6, i, -0.2, i, 22, i, i, -19, -31, i
- O=C(Nc1c(Cl)cccc1Cl)c1cc(-c2ccco2)on1
 : i, 2, i, 0.3, i, -45, i, i, 4, -41, i
- O=C(NCc1ccccc1)c1cccc(COc2cc(Cl)ccc2Cl)c1
 : i, 1, i, 1.1, i, -143, i, i, -10, -105, i
- O=C(CN(Cc1ccco1)C(=O)CNS(=O)(=O)c1ccc(Cl)cc1)NCc1ccco1
 : i, -6, i, -0.6, i, 5, i, i, -1, -24, i
- Cn1c(O)c(N=Nc2ccccc2)c2ccccc21
 : i, 7, i, -0.9, i, -29, i, i, 4, -4, i
- CCCCn1c(N)c(N(Cc2ccccc2OC)C(=O)c2sccc2C)c(=O)[nH]c1=O
 : i, ., i, -0.3, i, 1, i, i, 1, ., i
- CCc1sc(C(=O)Nc2ccsc2C(=O)OC)cc1Br
 : i, ., i, 0.6, i, -57, i, i, -1, ., i
- CC(=O)Nc1ccc(S(=O)(=O)Nc2cc([N+](=O)[O-])ccc2C)cc1
 : i, -1, i, -0.1, i, -39, i, i, 10, -22, i
- CC(=O)C1=C(c2ccccc2)N(C(C)=O)n2c(C)nnc2S1
 : i, -6, i, 0.1, i, -42, i, i, 10, -15, i
- CC(C)[C@H](NC(=O)c1ccccc1)C(=O)OCC(=O)Nc1ccc(Cl)cc1C(F)(F)F
 : i, -4, i, -0.2, i, 8, i, i, 4, 8, i
- Cc1c(NC(=O)Oc2ccccc2)sc(=S)n1C
 : i, -5, i, -0.3, i, 7, i, i, 1, -26, i
- N#Cc1ccccc1NC(=O)COC(=O)c1ccc(F)cc1F
 : i, -4, i, -0.3, i, 4, i, i, -2, -8, i
- O=C(NC1CCN(C(=O)N2c3ccccc3Sc3ccccc32)CC1)c1ccco1
 : i, 4, i, -0.7, i, 40, i, i, 0, -6, i
- O=C(/C=C/c1ccc(Cl)cc1)NC1CC2CCC1C2 (stereo not drawn)
 : i, 3, i, 2.9, i, -55, i, i, -8, -76, i
- Cc1ccc(C)c(NC(=O)C2CC(=O)N(C(C)C)C2)c1 (stereo not drawn)
 : i, 0, i, -0.2, i, -4, i, i, -1, 3, i
- COc1ccc(OC)c(-n2c(SC)nnc2-c2c[nH]c3ccccc23)c1
 : i, 2, i, -0.4, i, 9, i, i, -3, -27, i
- O=C(CNS(=O)(=O)c1ccc2ccccc2c1)OCc1nnc(-c2ccccc2)o1
 : i, 2, i, 0.0, i, -24, i, i, -3, -33, i
- CCCSc1cc(N2CCCC2)nc(-c2ccccc2)n1
 : i, 2, i, -0.5, i, 9, i, i, 52*, -19, -5.7*
- CCOC(=O)Cc1csc(NC(=O)CSc2nnc(C)n2C)n1
 : i, 1, i, 0.3, i, 0, i, i, 2, 3, i
- Cc1ccccc1N1C(=O)CN(Cc2sccc2C)C1=S
 : i, -2, i, -0.4, i, 9, i, i, 1, -28, i
- O=C(NC1CC1)c1cc2ccccc2o1
 : i, -3, i, 1.5, i, -23, i, i, -1, -25, i
- NC(=O)C[n+]1cccc2ccccc21
 : i, -5, i, 0.3, i, 3, i, i, 2, -19, i
- Cc1ccc(-c2nnc(SCC(=O)N(CC(C)C)c3c(N)n(Cc4ccccc4)c(=O)[nH]c3=O)n2N)cc1
 : i, -11, i, -0.1, i, 4, i, i, 8, -27, i
- Cc1cccc[n+]1CC(=O)Nc1ccc([N+](=O)[O-])cc1Cl
 : i, -2, i, 0.3, i, 1, i, i, 1, -15, i
- Cc1nc(-c2ccc(NC(=O)C(C)(C)C)cc2)c(-c2ccccc2)o1
 : i, -4, i, -0.2, i, 1, i, i, -1, -16, i
- CC(/C=C1\SC(=S)N(CC(=O)N2CCN(c3ccccc3)CC2)C1=O)=C\c1ccccc1
 : i, -4, i, 0.5, i, -6, i, i, 10, -3, i
- COc1ccc(N2C(=O)CC(Nc3cccc([N+](=O)[O-])c3)C2=O)cc1 (stereo not drawn)
 : i, 4, i, -0.5, i, 16, i, i, 0, -3, i
- Cc1ccc(-c2nn(-c3ccccc3)cc2/C=N/NC(=O)c2ccncc2)o1
 : i, 9, i, -0.4, i, -49, i, i, -7, -121, i
- Cc1ccc(NC(=S)NNC(=S)Nc2ccc(C)cc2C)cc1
 : i, 6, i, -0.1, i, 113*, i, i, 37, -22, i
- C=CCn1c(SCc2ccc(C#N)cc2)nnc1-c1cccc(Cl)c1
 : i, -2, i, -0.1, i, -12, i, i, -11, -2, i
- COc1ccc(C)cc1NC(=O)CSc1nc2ccccc2nc1N1CC(C)OC(C)C1 (stereo not drawn)
 : i, 3, i, -0.2, i, -5, i, i, 26, 16, i
- CC1OC(OCC2OC(Oc3c(-c4ccc(O)cc4)oc4cc(O)cc(O)c4c3=O)C(O)C(O)C2O)C(O)C(O)C1O (stereo not drawn)
 : i, 1, i, -0.1, i, -11, i, i, 1, -29, i
- COC(=O)c1ccc(OCC(O)CN2CCc3cc(OC)c(OC)cc3C2c2ccccc2)cc1 (stereo not drawn)
 : i, 4, i, -0.2, i, 24, i, 11*, 9, -12, i
- O=C(CCC(=O)c1cccs1)NCCc1ccc(F)cc1
 : i, ., i, 0.3, i, 1, i, i, -2, ., i
- CCCCCCC[C@H](N)[C@H](O)C(=O)N(C)[C@@H](CCS(C)=O)C(=O)N[C@@H](Cc1ccc(O)cc1)C(=O)N[C@@H](Cc1ccc(O)cc1)C(=O)O (stereo partly drawn)
 : i, ., i, 0.5, i, 11, i, i, 7, ., i
- CC(C)(C)C1CCc2c(sc(NC(=O)c3cc(C4CC4)on3)c2C#N)C1 (stereo not drawn)
 : i, -4, i, -0.1, i, -6, i, i, 38, -8, i
- O=C(CNC(=O)/C(=C/c1ccccc1)NC(=O)c1ccc(Br)cc1)OCc1ccccc1
 : i, -3, i, -0.1, i, 17, i, i, -5, -14, i
- Cc1ccc(NC(=O)c2ccccc2NS(=O)(=O)c2ccc(Cl)s2)cc1
 : i, 3, i, 1.1, i, 16, i, i, 45, 3, i
- CC1(C)CC(=O)C(Sc2ccccc2[N+](=O)[O-])=C(O)C1
 : i, 3, i, 0.1, i, -16, i, i, -9, 6, i
- C=CCn1cc(C(=O)OCC)c(=O)c2ccc(F)cc21
 : i, 3, i, -0.3, i, 9, i, i, -1, -96, i
- CCC(C(=O)Nc1ccc(S(=O)(=O)N2CCN(C)CC2)cc1)c1ccccc1 (stereo not drawn)
 : i, 2, i, -0.2, i, 9, i, i, 3, -23, i
- COC(=O)CCC(=O)NC(=S)Nc1ccc(S(=O)(=O)Nc2cc(OC)nc(OC)n2)cc1
 : i, 0, i, 0.1, i, -35, i, i, -1, -10, i
- O=C(O)CC/C(=C\c1ccc(N2CCCC2)c([N+](=O)[O-])c1)c1nc2ccccc2s1
 : i, 0, i, -1.0, i, -17, ., i, 48, -21, i
- CCOC(=O)c1cc(C#N)c(N2CCCNCC2)nc1C(F)(F)F
 : i, -3, i, -2.2, i, 8, i, i, -1, -4, i
- COc1ccc(C2(CNC(=O)c3ccccc3[N+](=O)[O-])CCOCC2)cc1
 : i, 2, i, 0.0, i, -13, i, i, -2, -22, i
- Cn1c2c(c(=O)n(C)c1=O)C(CC(=O)Nc1ccccc1F)C(=O)N2 (stereo not drawn)
 : i, -3, i, 0.1, i, -13, i, i, 3, -7, i
- Cc1ncoc1C(=O)N1CCCC(C(=O)c2cccc(OC(C)C)c2)C1 (stereo not drawn)
 : i, -5, i, 0.3, i, 7, i, i, 9, -23, -6.1*
- CCOc1ccc(Nc2nc(N3CCCC3)nc(N3CCN(c4ccc(OC)cc4)CC3)n2)cc1
 : i, 2, i, 0.0, i, 11, i, i, 30, -1, i
- COc1ccc(-n2c(C)nc3cc(C(=O)NCc4ccc5c(c4)OCO5)ccc32)cc1
 : i, 3, i, -0.3, i, 23, i, i, 0, 8, i
- Cc1ccc2cc(C#N)c(NCCNC(=O)C3CC3)nc2c1C
 : i, -6, i, 0.0, i, 19, i, i, -4, 12, i
- COc1cccc(-c2nc3ccc(C(=O)N4CCCC(O)C4)cc3o2)c1 (stereo not drawn)
 : i, 1, i, 2.8, i, -91, i, i, -11, -128, i
- CCOc1ccc(NC(=O)N2CCC(C(=O)c3ccc(F)cc3)CC2)cc1
 : i, 4, i, 0.4, i, 25, i, i, 12, 0, i
- CCS(=O)(=O)n1nc(NCc2cccc(OC)c2)nc1NCc1cccc(OC)c1
 : i, 4, i, -0.3, i, 29, i, i, -2, -1, i
- O=C(NC(c1ccccc1)c1ccccc1)c1ccc(S(=O)(=O)C(F)F)cc1
 : i, -10, i, -0.3, i, 0, i, i, -1, -27, i
- Cc1ccc(-c2cc(=O)[nH][nH]2)c(C)c1
 : i, 2, i, -0.5, i, -14, i, i, 14, 13, i

Next part.
The line under a structure holds: TRPC6 inhibitor, IEC-6 tox, TRPC4 agonist, HIF activator, TRPC6 act, aSyn 5UTR inh, TRPC4 inh, TRPC4 PAM, SKKanGAS inh, KLF5 inhibitor, MrgX1 antagonist
- COc1ccc(C2CC(c3ccc(F)cc3)n3nc(NC(=O)c4ccco4)nc3N2)cc1 (stereo not drawn)
 : i, -5, i, 0.8, i, -12, i, i, -6, 9, i
- CCOc1cc(C(=O)O)cc(Cl)c1OCC#N
 : i, -7, i, -0.3, i, 9, i, i, 1, -21, i
- COc1ccc(CN2CCN(C(=O)Cn3ncn4cccc4c3=O)CC2)c(OC)c1OC
 : i, -3, i, -0.3, i, -7, i, i, -1, -13, i
- COc1ccc(OC)c(CN2CCCC(C(=O)c3ccccc3SC)C2)c1 (stereo not drawn)
 : i, 4, i, 0.2, i, 6, i, i, -6, -18, i
- COc1ccc(C(=O)N2CC(=O)Nc3ccccc32)cc1S(=O)(=O)N1CCOCC1
 : i, -8, i, 0.0, i, -3, i, i, -6, -14, i

Source: PubChem (several laboratories)
